T cell HTS: modulates CD8 T cell binding to vesicles; calls only at 7 µM; 2C CD8+ T cell-vesicle binding, flow cytometry; stronger effect = lower value; 330,000 tested, 0.068% active;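 active = response, share of CD8 T cells binding vesicles, and their 90th percentile fluorescence all below set limits, cut at about 80% in these data, passing the limit was not always enough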
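incubation = binding step 1.5 h, 37 °C, antibody labelling 20 min, ice | test system = 2C mouse CD8+ T cells | read-out basis = percent CD8+ FL2 mean versus row control | controls = Peptide-free naked vesicles (low) and QL9 vesicles with 0.7% DMSO vehicle (high) | detection = flow cytometry of vesicle-bound cells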
Lipid droplet: modulators of hepatic lipid droplet formation | AML12 mouse hepatocytes, oleate lipid droplets, BODIPY imaging | inhibition, % at 6.5 µM | 240,000 tested, 0.4% active;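 active = lipid droplet intensity inhibited by at least 50%, with more than 500 cells counted; inconclusive = wells with under 300 cells, treated as cytotoxic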
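Material – AML12 mouse liver cells · Also added – oleate loading, 100 µM · Compound dosing – 6.5 µM single-point dosing · Times – overnight treatment with compound plus oleate · Measured by – fluorescence imaging, 20x objective, two fields per well · Read-out – percent inhibition of filter-corrected integrated lipid droplet intensity per well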
Myeloid diff 2: promotes myeloid progenitor differentiation. ER-HoxA9 myeloid progenitors, lysozyme-GFP differentiation, flow cytometry. calls only at 10 µM. 360,000 tested, 1% active. AID 624256;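 active = normalized GFP-positive differentiation at or above the plate's own cutoff, the solvent-only control mean plus 3 SD; inconclusive = no clear call, values can overlap the other calls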;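 also: cells exposed to compound for four days before flow analysis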
Lipid droplet cells 6.5 µM: further read-out of Lipid droplet, marked with its call; cell count; measured here: cell count, cytotoxicity flag;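 cells counted across two imaged fields per well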
T cell HTS vesicle-bound %: recorded beside T cell HTS, whose call it bears; double positive events, %; measured here: CD8+ vesicle-bound cell fraction;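 binding gate set so that unloaded-vesicle control wells show 10% double positive cells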
Myeloid diff 2 GFP+ MAC1+ %: recorded beside Myeloid diff 2, whose call it bears; GFP+ MAC1+ double positive, %; measured here: differentiation confirmed by MAC1 staining
An asterisk follows results filed as active.

For CC(C)NCC(O)c1ccc(O)c(O)c1 (centres undefined) the results were T cell HTS inactive, Lipid droplet -16.1, Myeloid diff 2 inactive, Lipid droplet cells 6.5 µM 705, T cell HTS vesicle-bound % 15.6 and Myeloid diff 2 GFP+ MAC1+ % 6.2.
O=C(Cn1cnc([N+](=O)[O-])n1)c1ccc(O)c(O)c1 was read as T cell HTS inactive, Lipid droplet 18.7, Myeloid diff 2 inactive, Lipid droplet cells 6.5 µM 720, T cell HTS vesicle-bound % 27.0 and Myeloid diff 2 GFP+ MAC1+ % 0.3.
`Cc1ccc(OCCCCN2CCCCC2)c(C)c1` gave T cell HTS inactive, Lipid droplet 10.2, Myeloid diff 2 inactive, Lipid droplet cells 6.5 µM 850, T cell HTS vesicle-bound % 49.0 and Myeloid diff 2 GFP+ MAC1+ % 1.6.
Screening C/C(=N\NC(=O)c1ccc(Cl)c(Cl)c1)c1ccccn1 returned T cell HTS inactive, Lipid droplet 0.1, Myeloid diff 2 inconclusive, Lipid droplet cells 6.5 µM 818 and T cell HTS vesicle-bound % 30.2.
For CCOc1ccc(CN(C)C(C)C(=O)NCc2ccccc2)cc1 (centres undefined) the results were T cell HTS inactive, Lipid droplet -12.0, Myeloid diff 2 inactive, Lipid droplet cells 6.5 µM 808, T cell HTS vesicle-bound % 14.7 and Myeloid diff 2 GFP+ MAC1+ % 0.3.
For O=C(C(=O)N1CCCC1)c1c[nH]c2ccccc12 the results were T cell HTS inactive, Lipid droplet -3.3, Myeloid diff 2 inactive, Lipid droplet cells 6.5 µM 775, T cell HTS vesicle-bound % 16.8 and Myeloid diff 2 GFP+ MAC1+ % 0.3.
`COc1ccc2[nH]c(C(=O)O)c(NS(=O)(=O)c3ccc(F)cc3)c2c1` gave T cell HTS inactive, Lipid droplet -1.0, Myeloid diff 2 inactive, Lipid droplet cells 6.5 µM 781, T cell HTS vesicle-bound % 8.4 and Myeloid diff 2 GFP+ MAC1+ % 0.0.
O=C(Cc1ccc(Cl)cc1)Nc1cccc(C(=O)Nc2ccccc2C(=O)O)c1 was read as T cell HTS inactive, Lipid droplet -28.8, Myeloid diff 2 inactive, Lipid droplet cells 6.5 µM 833, T cell HTS vesicle-bound % 53.1 and Myeloid diff 2 GFP+ MAC1+ % 0.3.
COC(=O)C(NC(=O)c1ccccc1C(=O)O)c1ccc2ccccc2c1 (centres undefined) was read as T cell HTS inactive, Lipid droplet -6.2, Myeloid diff 2 inactive, Lipid droplet cells 6.5 µM 823, T cell HTS vesicle-bound % 36.5 and Myeloid diff 2 GFP+ MAC1+ % 0.5.
CN(C)S(=O)(=O)c1cccc(C(=O)NCC(=O)NC2CCN(Cc3ccccc3)CC2)c1 was read as T cell HTS inactive, Lipid droplet -2.3, Myeloid diff 2 inactive, Lipid droplet cells 6.5 µM 787, T cell HTS vesicle-bound % 35.2 and Myeloid diff 2 GFP+ MAC1+ % 0.2.
O=C(O)CN1C(=O)/C(=C\c2ccccc2OCc2ccc(F)cc2)SC1=S was read as T cell HTS inactive, Lipid droplet -3.1, Myeloid diff 2 inactive, Lipid droplet cells 6.5 µM 807, T cell HTS vesicle-bound % 51.0 and Myeloid diff 2 GFP+ MAC1+ % 0.6.
For Cc1ccc(NC(=O)CSc2nnnn2-c2cccnc2)c(C)c1 the results were T cell HTS inactive, Lipid droplet 18.2, Myeloid diff 2 inactive, Lipid droplet cells 6.5 µM 653, T cell HTS vesicle-bound % 51.1 and Myeloid diff 2 GFP+ MAC1+ % 0.6.
Screening O=C(NC1CCCCC1)c1ccc(CS(=O)Cc2ccccc2Cl)o1 (centres undefined) returned T cell HTS inactive, Lipid droplet -6.7, Myeloid diff 2 inactive, Lipid droplet cells 6.5 µM 659, T cell HTS vesicle-bound % 1.9 and Myeloid diff 2 GFP+ MAC1+ % 1.8.
Screening O=C(Nc1ccccc1O)c1ccc2c(c1)C(=O)N(Cc1ccco1)C2=O returned T cell HTS inactive, Lipid droplet 3.9, Myeloid diff 2 inactive, Lipid droplet cells 6.5 µM 682, T cell HTS vesicle-bound % 27.7 and Myeloid diff 2 GFP+ MAC1+ % 0.8.
`O=C(N/N=C\c1c(F)c(F)c(F)c(F)c1F)c1ccc(-c2ccccc2)cc1` gave T cell HTS inactive, Lipid droplet -1.4, Myeloid diff 2 inactive, Lipid droplet cells 6.5 µM 826, T cell HTS vesicle-bound % 62.4 and Myeloid diff 2 GFP+ MAC1+ % 0.7.
COc1cccc(C(=O)N/N=C(\C)c2ccc(NC(=O)Cc3ccccc3)cc2)c1OC was read as T cell HTS inactive, Lipid droplet -22.4, Myeloid diff 2 inactive, Lipid droplet cells 6.5 µM 779, T cell HTS vesicle-bound % 60.8 and Myeloid diff 2 GFP+ MAC1+ % 1.0.
For CC(CNC(=O)CCS(=O)(=O)c1ccc2c(c1)NC(=O)CO2)c1ccccc1 (centres undefined) the results were T cell HTS inactive, Lipid droplet 11.8, Myeloid diff 2 inactive, Lipid droplet cells 6.5 µM 680, T cell HTS vesicle-bound % 17.9 and Myeloid diff 2 GFP+ MAC1+ % 0.3.
Screening COc1ccc(-n2c(SCC(C)=O)nc3sc(C)c(C)c3c2=O)cc1 returned T cell HTS inactive, Lipid droplet -1.1, Myeloid diff 2 inactive, Lipid droplet cells 6.5 µM 757, T cell HTS vesicle-bound % 56.1 and Myeloid diff 2 GFP+ MAC1+ % 1.1.
For CC1CCCN(C(=O)CN2C(=O)CSc3ccc(S(=O)(=O)N4CCOCC4)cc32)C1 (centres undefined) the results were T cell HTS inactive, Lipid droplet -28.6, Myeloid diff 2 inactive, Lipid droplet cells 6.5 µM 671, T cell HTS vesicle-bound % 31.1 and Myeloid diff 2 GFP+ MAC1+ % 4.3.
For CCC1=C(c2ccc(C)cc2)S(=O)(=O)N=C1N1CCC(C(=O)NCCCN2CCCCC2)CC1 the results were T cell HTS inactive, Lipid droplet -6.3, Myeloid diff 2 inactive, Lipid droplet cells 6.5 µM 772, T cell HTS vesicle-bound % 3.4 and Myeloid diff 2 GFP+ MAC1+ % 0.9.
For CCN(CC)CCNC(=O)Cn1c(=O)c2cccn2c2ccc(F)cc21 the results were T cell HTS inactive, Lipid droplet 0.4, Myeloid diff 2 inactive, Lipid droplet cells 6.5 µM 793, T cell HTS vesicle-bound % 33.0 and Myeloid diff 2 GFP+ MAC1+ % 0.5.
COc1ccc(-c2nc(CN3CCN(C(=O)c4ccco4)CC3)c(C)o2)c(OC)c1C was read as T cell HTS inactive, Lipid droplet -15.4, Myeloid diff 2 inactive, Lipid droplet cells 6.5 µM 814, T cell HTS vesicle-bound % 54.2 and Myeloid diff 2 GFP+ MAC1+ % 3.5.
`CCN(CC)C(=O)Cn1cc(C(=O)C(=O)Nc2ccc3c(c2)OCCO3)c2ccccc21` gave T cell HTS inactive, Lipid droplet -6.7, Myeloid diff 2 inactive, Lipid droplet cells 6.5 µM 879, T cell HTS vesicle-bound % 7.4 and Myeloid diff 2 GFP+ MAC1+ % 0.8.
CCN(Cc1nc(-c2ccc(OC)c(OC)c2)no1)C(=O)c1ccc2c(c1)OCO2 was read as T cell HTS inactive, Lipid droplet -34.6, Myeloid diff 2 inactive, Lipid droplet cells 6.5 µM 750, T cell HTS vesicle-bound % 23.2 and Myeloid diff 2 GFP+ MAC1+ % 0.3.
For Cc1ccc(S(=O)(=O)N2CCN(c3ccccc3)CC2)c(C)c1 the results were T cell HTS inactive, Lipid droplet 1.2, Myeloid diff 2 inactive, Lipid droplet cells 6.5 µM 811, T cell HTS vesicle-bound % 48.5 and Myeloid diff 2 GFP+ MAC1+ % 0.7.
`Cc1[nH]c(-c2ccc(F)cc2)cc1C(=O)N1CCN(c2cccc(Cl)c2)CC1` gave T cell HTS inactive, Lipid droplet 1.1, Myeloid diff 2 inactive, Lipid droplet cells 6.5 µM 830, T cell HTS vesicle-bound % 32.4 and Myeloid diff 2 GFP+ MAC1+ % 0.5.
`OC(CN1CCCCC1)Cn1c2ccccc2c2cc(Br)ccc21` (centres undefined) gave T cell HTS inactive, Lipid droplet -6.6, Myeloid diff 2 inactive, Lipid droplet cells 6.5 µM 862, T cell HTS vesicle-bound % 29.3 and Myeloid diff 2 GFP+ MAC1+ % 0.7.
Screening Cc1cccc(N2C(=O)c3ccccc3C2=O)n1 returned T cell HTS inactive, Lipid droplet 4.0, Myeloid diff 2 inactive, Lipid droplet cells 6.5 µM 827, T cell HTS vesicle-bound % 56.6 and Myeloid diff 2 GFP+ MAC1+ % 0.7.
For Cn1cc(C(C[N+](=O)[O-])c2ccccc2)c2ccccc21 (centres undefined) the results were T cell HTS inactive, Lipid droplet 5.3, Myeloid diff 2 inactive, Lipid droplet cells 6.5 µM 645, T cell HTS vesicle-bound % 38.7 and Myeloid diff 2 GFP+ MAC1+ % 1.0.
For COc1ccc(CCN2CC(C(=O)NCCc3cn[nH]c3)CCC2=O)cc1 (centres undefined) the results were T cell HTS inactive, Lipid droplet 28.1, Myeloid diff 2 inactive, Lipid droplet cells 6.5 µM 606, T cell HTS vesicle-bound % 66.1 and Myeloid diff 2 GFP+ MAC1+ % 1.1.
O=C(CN(Cc1ccccc1)S(=O)(=O)c1ccc(Cl)cc1)NCC1CCCO1 (centres undefined) was read as T cell HTS inactive, Lipid droplet -18.5, Myeloid diff 2 inactive, Lipid droplet cells 6.5 µM 807, T cell HTS vesicle-bound % 26.8 and Myeloid diff 2 GFP+ MAC1+ % 1.3.
For CN(C(=O)c1cc(S(=O)(=O)N2CCc3ccccc32)cn1C)C1CCCCC1 the results were T cell HTS inactive, Lipid droplet -33.7, Myeloid diff 2 inactive, Lipid droplet cells 6.5 µM 689, T cell HTS vesicle-bound % 36.9 and Myeloid diff 2 GFP+ MAC1+ % 6.9.
COc1ccc(C(=O)NC23CC4CC(CC(C4)C2)C3)cc1OC was read as T cell HTS inactive, Lipid droplet -5.9, Myeloid diff 2 inactive, Lipid droplet cells 6.5 µM 806, T cell HTS vesicle-bound % 48.3 and Myeloid diff 2 GFP+ MAC1+ % 0.2.
CN(Cc1ccc(F)cc1)C(=O)c1cc(COc2ccc(-n3cncn3)cc2)on1 was read as T cell HTS inactive, Lipid droplet -35.4, Myeloid diff 2 inactive, Lipid droplet cells 6.5 µM 675, T cell HTS vesicle-bound % 59.5 and Myeloid diff 2 GFP+ MAC1+ % 0.8.
For CN(C)C(CNc1ccc(C(F)(F)F)cn1)c1ccccc1 (centres undefined) the results were T cell HTS inactive, Lipid droplet 6.1, Myeloid diff 2 inactive, Lipid droplet cells 6.5 µM 777, T cell HTS vesicle-bound % 23.3 and Myeloid diff 2 GFP+ MAC1+ % 5.8.
CCCn1c(=N)n(CC(=O)c2ccc(Cl)cc2)c2ccccc21 was read as T cell HTS inactive, Lipid droplet -11.0, Myeloid diff 2 inactive, Lipid droplet cells 6.5 µM 843, T cell HTS vesicle-bound % 56.7 and Myeloid diff 2 GFP+ MAC1+ % 0.5.
Screening Cc1cc(C(=O)Nc2nncs2)oc1C returned T cell HTS inactive, Lipid droplet -0.3, Myeloid diff 2 inactive, Lipid droplet cells 6.5 µM 842, T cell HTS vesicle-bound % 15.4 and Myeloid diff 2 GFP+ MAC1+ % 0.5.
`COc1ccc(C(=O)CN2C(=O)c3ccccc3S2(=O)=O)cc1Br` gave T cell HTS inactive, Lipid droplet 3.8, Myeloid diff 2 inactive, Lipid droplet cells 6.5 µM 851, T cell HTS vesicle-bound % 4.7 and Myeloid diff 2 GFP+ MAC1+ % 0.9.
O=C(NC1CCSc2ccccc21)c1cc(S(=O)(=O)N2CCOCC2)ccc1F (centres undefined) was read as T cell HTS inactive, Lipid droplet -17.2, Myeloid diff 2 inactive, Lipid droplet cells 6.5 µM 772, T cell HTS vesicle-bound % 40.3 and Myeloid diff 2 GFP+ MAC1+ % 0.8.
For c1ccc(SCc2nc3ccccc3s2)nc1 the results were T cell HTS inactive, Lipid droplet 4.4, Myeloid diff 2 inactive, Lipid droplet cells 6.5 µM 408, T cell HTS vesicle-bound % 23.8 and Myeloid diff 2 GFP+ MAC1+ % 1.2.

A draw from above in order of molecular weight, lowest first:
Screening Cc1cc(C(=O)Nc2nncs2)oc1C returned T cell HTS inactive, Lipid droplet -0.3, Myeloid diff 2 inactive, Lipid droplet cells 6.5 µM 842, T cell HTS vesicle-bound % 15.4 and Myeloid diff 2 GFP+ MAC1+ % 0.5.
O=C(CN(Cc1ccccc1)S(=O)(=O)c1ccc(Cl)cc1)NCC1CCCO1 (centres undefined) was read as T cell HTS inactive, Lipid droplet -18.5, Myeloid diff 2 inactive, Lipid droplet cells 6.5 µM 807, T cell HTS vesicle-bound % 26.8 and Myeloid diff 2 GFP+ MAC1+ % 1.3.
O=C(NC1CCSc2ccccc21)c1cc(S(=O)(=O)N2CCOCC2)ccc1F (centres undefined) was read as T cell HTS inactive, Lipid droplet -17.2, Myeloid diff 2 inactive, Lipid droplet cells 6.5 µM 772, T cell HTS vesicle-bound % 40.3 and Myeloid diff 2 GFP+ MAC1+ % 0.8.

Screening data from PubChem BioAssay.

The list is partial. The share of hits here may be higher or lower than overall.
